Compound activity as filed in PubChem BioAssay.
SENP1 inh – human SENP1 catalytic domain inhibitors, primary screen, biochemical, FRET, uHTS. 360,000 compounds, 0.21% hits. Sentrin-specific protease 1 (Homo sapiens), Q9P0U3. recombinant SENP1 catalytic domain, CyPet-SUMO1-YPet FRET cleavage. inhibition, % at 10 µM. AID 624204, 2012;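 active = inhibition at least 30% at 10 µM, raw YFP signal under a set limit, fluorescence ratio 0.5 to 1.5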;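 note: 0% = enzyme with DMSO and 100% = no enzyme wells; some results filed as inactive read as strong as hits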
Target sequence (Q9P0U3 419-644 limits assumed): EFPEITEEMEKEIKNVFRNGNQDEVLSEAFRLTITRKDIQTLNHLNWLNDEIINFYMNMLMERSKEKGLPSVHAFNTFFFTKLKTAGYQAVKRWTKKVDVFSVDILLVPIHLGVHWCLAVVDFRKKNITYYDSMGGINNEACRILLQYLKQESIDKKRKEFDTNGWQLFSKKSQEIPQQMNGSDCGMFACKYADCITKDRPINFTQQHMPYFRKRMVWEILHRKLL
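Test system: hSENP1 catalytic domain, recombinant; Amount: 20 pM final SENP1 enzyme; Medium: Tris pH 8 buffer plus EDTA, NaCl, BME, BSA, NP40, catalase; Schedule: 50 min enzyme reaction, room temperature, light-protected; Technique: FRET fluorescence in CFP and YFP emission channels; Controls: no-enzyme wells low, DMSO-plus-enzyme wells high control.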
SENP8 block-1 – SENP8 protease inhibitors, primary screen, biochemical, luminescence | Sentrin-specific protease 8 (Homo sapiens), Q96LD8 | purified SENP8, Z-RLRGG-aminoluciferin cleavage | inhibition, % at 10 µM | 330,000 compounds, 1.2% hits | AID 2540, 2010; in the data active = inhibition above about 50%
Target sequence (Q96LD8 whole entry, looked up): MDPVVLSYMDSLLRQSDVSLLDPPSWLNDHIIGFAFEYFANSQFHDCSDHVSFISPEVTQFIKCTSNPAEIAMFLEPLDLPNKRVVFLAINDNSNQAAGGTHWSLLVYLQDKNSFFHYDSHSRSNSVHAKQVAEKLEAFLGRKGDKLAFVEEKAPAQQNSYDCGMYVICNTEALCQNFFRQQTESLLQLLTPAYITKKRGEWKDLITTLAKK
SENP8 block-2 – human SENP8 protease inhibitors, primary screen, biochemical, fluorescence, Nedd8 protein substrate, uHTS; Sentrin-specific protease 8 (Homo sapiens), Q96LD8; recombinant SENP8; inhibition, % at 20 µM; 360,000 compounds, 0.64% hits; AID 602440, 2012; in the data active = inhibition mostly above about 40%, no sharp cut-off; inactive = mostly below about 27%
HKDC1 inhibitor – HKDC1 hexokinase inhibitors, primary screen, biochemical, fluorescence, uHTS | Q2TB90 | recombinant HKDC1, G6PDH/diaphorase resazurin coupled fluorescence | inhibition, % at 20 µM | 340,000 compounds, 0.16% hits;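 active = inhibition above about 35% when tested at 20 µM, limit read from the data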;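 note: plate controls were DMSO wells with enzyme for no effect and DMSO wells lacking enzyme for full effect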
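Assay system: in-house recombinant HK5 (HKDC1) enzyme. Input: HKDC1 at 5 µg/mL. Medium: Tris pH 8.0 buffer with MgCl2, Tween-20, BSA, BME. Dosing: single 20 µM dose. Schedule: 90 min reaction incubation at room temperature, dark. Signal: resazurin-to-resorufin fluorescence via G6PDH and diaphorase coupling, 525/613 nm. Controls: DMSO-enzyme wells negative, buffer-substituted wells positive.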
SENP7 inh – SENP7 protease inhibitors, primary screen, biochemical, luminescence, uHTS; 330,000 compounds, 1.5% hits; recombinant SENP7, Z-RLRGG-aminoluciferin luminescence, 40 min; AID 434973, 2010; inhibition, % at 5 µM; Sentrin-specific protease 7 (Homo sapiens), Q9BQF6;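 active = inhibition above about 50% at the single test dose, limit read from the data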;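 note: plate controls were DMSO with enzyme for no effect and no enzyme buffer wells for full effect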
Target sequence (Q9BQF6 706-1050 limits assumed): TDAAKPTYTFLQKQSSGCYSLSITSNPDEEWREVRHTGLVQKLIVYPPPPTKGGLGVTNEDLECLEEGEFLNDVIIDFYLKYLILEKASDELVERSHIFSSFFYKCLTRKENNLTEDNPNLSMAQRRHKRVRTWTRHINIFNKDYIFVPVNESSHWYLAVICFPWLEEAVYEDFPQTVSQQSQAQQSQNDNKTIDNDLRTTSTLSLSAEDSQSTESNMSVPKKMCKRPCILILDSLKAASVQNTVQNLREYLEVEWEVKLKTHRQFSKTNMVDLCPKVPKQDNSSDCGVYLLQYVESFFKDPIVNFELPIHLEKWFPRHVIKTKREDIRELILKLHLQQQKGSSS
UBC13 polyUb – UBC13 polyubiquitin chain formation inhibitors, primary screen, biochemical, TR-FRET, uHTS | 330,000 compounds, 0.47% hits | inhibition, % at 20 µM; in the data active = inhibition above about 45%, passing the limit was not always enough
Target sequence (P61088 whole entry, looked up): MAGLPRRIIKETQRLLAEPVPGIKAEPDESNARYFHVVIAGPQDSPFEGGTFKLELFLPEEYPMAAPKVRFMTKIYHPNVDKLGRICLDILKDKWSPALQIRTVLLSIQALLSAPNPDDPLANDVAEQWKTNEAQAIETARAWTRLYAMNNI
beta cell repl – inducers of MIN6 beta-cell proliferation, primary screen, ATP luminescence, uHTS; MIN6 cells proliferation, ATPlite luminescence, 48 h; cells starved in 0.2% serum; 100% = growth in 10% serum; proliferation, % at 10 µM; 330,000 compounds, 0.29% hits;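 active = compounds whose signal lies at least 3.5 SD above the mean of all wells on their plate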;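 note: 0% = DMSO-treated cells in low-serum medium and 100% = 10% serum control; some compounds called inactive have numbers as strong as hits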
PfG6PD inh – PfG6PD enzyme inhibitors, primary screen, biochemical, fluorescence intensity, uHTS; glucose-6-phosphate dehydrogenase-6-phosphogluconolactonase (Plasmodium falciparum 3D7); PfGluPho enzyme, NADPH resazurin-diaphorase fluorescence; inhibition, % at 20 µM; 350,000 compounds, 0.78% hits; AID 504690, 2011;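 active = inhibition reaching at least a set limit at 20 µM in the primary screen, cut at about 59% in these data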;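 note: 0% = DMSO wells with substrate and 100% = DMSO wells lacking glucose-6-phosphate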
SENP6 inh – SENP6 protease inhibitors, primary screen, biochemical, luminescence, uHTS. 330,000 compounds, 1.8% hits. Sentrin-specific protease 6 (Homo sapiens), Q9GZR1. inhibition, % at 10 µM. Recombinant SENP6 catalytic domain, aminoluciferin luminescence;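 active = inhibition above about 50% at the single tested dose, limit read from the data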;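 note: plate controls were DMSO wells with enzyme for no effect and DMSO wells lacking enzyme for full effect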
* hit, by the source's call; . = no result given.

nr	structure	SENP1 inh	SENP8 block-1	SENP8 block-2	HKDC1 inhibitor	SENP7 inh
1	COC(=O)c1cccc(S(=O)(=O)N2CCCC2)c1	2	-3	12	13	6
2	COCCN(Cc1nc(-c2ccc(C(F)(F)F)cc2)no1)C(C)C	-2	4	19	-5	10
3	COc1ccccc1Oc1ccc(NC(=O)c2ccccc2)cc1	0	0	4	-2	14
4	O=C(Nc1ccc(F)c(S(=O)(=O)N2CCOCC2)c1)C1CCCCC1	0	-2	1	-2	1
5	N#Cc1cccc(NC(=O)CN2NS(=O)(=O)c3ccccc3C2=O)c1	1	9	31	-6	19
6	Cn1ncc2c(N3CCN(c4ccc(Cl)c(Cl)c4)CC3)ncnc21	1	-9	1	-5	-4
7	CC(C)[C@H](NC(=O)c1ccco1)C(=O)OCC(=O)Nc1ccc(F)cc1	2	1	16	-9	-2
8	Cc1ccc(SCCC(=O)N2CCC(C(N)=O)CC2)cc1	0	6	16	3	16
9	Cc1ccc(-n2c(C)cc(C(=O)CSc3n[nH]c(N)n3)c2C)cc1	-5	-7	12	-8	-7
10	Cc1cc(C)c(CN2CCN(C(=O)Cn3cnc4c(OCc5ccccc5)ncnc43)CC2)c(C)c1	0	2	14	0	-1

nr	UBC13 polyUb	beta cell repl	PfG6PD inh	SENP6 inh
1	8	-2	0	-2
2	1	-1	13	-22
3	10	-1	-5	-2
4	6	1	-3	-3
5	6	2	-4	8
6	20	-6	7	2
7	7	-4	-1	-17
8	8	-1	-8	13
9	5	-5	-9	-6
10	-2	-5	21	-9

Next section; the last four above are carried over.
nr	structure	SENP1 inh	SENP8 block-1	SENP8 block-2	HKDC1 inhibitor	SENP7 inh
7	CC(C)[C@H](NC(=O)c1ccco1)C(=O)OCC(=O)Nc1ccc(F)cc1	2	1	16	-9	-2
8	Cc1ccc(SCCC(=O)N2CCC(C(N)=O)CC2)cc1	0	6	16	3	16
9	Cc1ccc(-n2c(C)cc(C(=O)CSc3n[nH]c(N)n3)c2C)cc1	-5	-7	12	-8	-7
10	Cc1cc(C)c(CN2CCN(C(=O)Cn3cnc4c(OCc5ccccc5)ncnc43)CC2)c(C)c1	0	2	14	0	-1
11	CCc1ccc(NC(=O)CSc2nnc(SCC(=O)Nc3ccc(CC)cc3)n2N)cc1	2	-12	23	-5	-10
12	COc1ccc(C/C(C)=N/Nc2nc(C)cc(=O)[nH]2)cc1	2	-1	20	-8	7
13	CC(C)n1c(SCC(=O)N2c3ccccc3Sc3ccccc32)nc2c1c(=O)n(C)c(=O)n2C	0	.	16	1	.
14	Cc1csc(NC(=O)c2cccc(S(=O)(=O)N3CCCCC3)c2)n1	-4	4	11	5	-1
15	Cc1nn(-c2ccccc2)c(C)c1NC(=O)COC(=O)c1ccc(O)cc1O	1	-4	-1	4	6
16	C=CCNC(=O)c1cc(Cl)ccc1Cl	0	2	3	-3	7
17	CCOC(=O)c1cnc(-c2ccccc2)nc1N1CC(C)OC(C)C1 (stereo not drawn)	0	-9	-10	-5	5
18	CCCCN1CC[C@H]2C=CC[C@@H](C(=O)Nc3nccs3)[C@H]2C1=O	2	0	18	2	0
19	N#CC1(NC(=O)CSc2nnc(Nc3ccccc3F)s2)CCCC1	2	3	8	-3	5
20	CCOC(=O)C1(C)C=C(Nc2ccc(OCC)cc2)C(=O)N1c1ccccc1 (stereo not drawn)	3	-5	5	7	-3

nr	UBC13 polyUb	beta cell repl	PfG6PD inh	SENP6 inh
7	7	-4	-1	-17
8	8	-1	-8	13
9	5	-5	-9	-6
10	-2	-5	21	-9
11	-12	-7	-6	-18
12	2	3	5	-22
13	.	.	0	.
14	7	1	-9	-1
15	3	-1	-11	-9
16	6	1	-11	1
17	16	4	-12	-14
18	7	1	-15	-15
19	-8	-6	0	0
20	-8	0	23	9

New compounds follow
nr	structure	SENP1 inh	SENP8 block-1	SENP8 block-2	HKDC1 inhibitor	SENP7 inh
21	CC(Oc1cccc(F)c1)C(=O)Nc1ccc(N2CCOCC2)cc1 (stereo not drawn)	0	8	8	-1	-6
22	N#CC(c1ccccc1)c1ccc(C(=O)c2ccc(F)cc2)cc1 (stereo not drawn)	2	-4	27	-1	-1
23	Cc1cc2ccccc2n1CCNC(=O)c1ccc(S(=O)(=O)N2CCOCC2)cc1	-23	3	-4	-7	0
24	FC(F)Sc1ccc(NC2=NCCCCC2)cc1	2	3	9	-4	7
25	CCOC(=O)C1CCCN(c2c(NCCCN(C)c3ccccc3)c(=O)c2=O)C1 (stereo not drawn)	2	-3	7	-7	-1
26	COCc1nnc(NC(=O)CSc2ccccc2)s1	0	9	10	-2	1
27	COc1ccc(C(=O)N/C(=C\c2cn(S(=O)(=O)N(C)C)c3ccccc23)C(=O)NCCN2CCOCC2)cc1	-12	-9	-8	-1	0
28	O=C(COC(=O)c1cc(Br)ccc1O)NNC(=O)c1cccs1	2	-2	-119	-5	-3
29	Fc1ccc(-n2c(-c3ccco3)n[nH]c2=S)cc1	-1	.	-32	5	.
30	Cc1cc(=O)[nH]c(SCC(=O)NNC(=O)Cc2ccccc2)n1	4	2	16	2	-1

nr	UBC13 polyUb	beta cell repl	PfG6PD inh	SENP6 inh
21	-10	-1	-2	-10
22	13	-3	-10	-8
23	6	2	17	-1
24	5	-2	9	11
25	0	0	5	-1
26	-4	-2	-13	2
27	12	-3	11	1
28	4	-3	-25	1
29	.	.	39	.
30	2	0	-12	2

The list goes on, starting with the last 3 of the part before.
nr	structure	SENP1 inh	SENP8 block-1	SENP8 block-2	HKDC1 inhibitor	SENP7 inh
28	O=C(COC(=O)c1cc(Br)ccc1O)NNC(=O)c1cccs1	2	-2	-119	-5	-3
29	Fc1ccc(-n2c(-c3ccco3)n[nH]c2=S)cc1	-1	.	-32	5	.
30	Cc1cc(=O)[nH]c(SCC(=O)NNC(=O)Cc2ccccc2)n1	4	2	16	2	-1
31	CC(C)CCn1c(COc2ccccc2)nn(CCC#N)c1=S	0	-11	10	-2	-5
32	C[C@@H]1CCCCCCCCC(=O)OCCN(C(=O)OC(C)(C)C)[C@H](C)CCCCCCCCC(=O)OCCN(C(=O)OC(C)(C)C)[C@H](C)CCCCCCCCC(=O)OCCN(C(=O)OC(C)(C)C)[C@H](C)CCCCCCCCC(=O)OCCN1C(=O)OC(C)(C)C	0	-9	5	-7	-3
33	Cc1ccc(OCCCCN(C)Cc2ccccc2)c(Br)c1	1	-6	1	8	0
34	CN(C)Cc1n[nH]c(=O)c2ccccc12	1	0	32	-11	0
35	CCN(Cc1ccccc1)Cc1ccc(OCc2ccccc2)cc1	2	-2	30	-2	-11
36	O=C(NCCCc1ccccc1)Nc1ccccc1	-2	-9	24	-18	3
37	Cc1nc2ccccn2c1/C(O)=C1\C(=O)C(=O)N(CCN2CCOCC2)C1c1cccnc1 (stereo not drawn)	-47	-5	4	3	-7
38	O=C(NCCc1ccccc1)C1CCC(CNS(=O)(=O)c2cccs2)CC1 (stereo not drawn)	0	-2	-2	-5	4
39	Cc1ccc2nc(SCC(=O)Nc3ccc4c(c3)CCC4)[nH]c2c1	1	-10	9	6	1
40	CC1(C)NC(=O)N(CC(=O)N2CCC(Cc3ccccc3)CC2)C1=O	1	-4	5	4	-9

nr	UBC13 polyUb	beta cell repl	PfG6PD inh	SENP6 inh
28	4	-3	-25	1
29	.	.	39	.
30	2	0	-12	2
31	-1	-2	-16	-16
32	-11	-1	3	-7
33	14	0	-13	-16
34	5	-3	6	-12
35	4	-4	1	-4
36	3	-3	26	-9
37	-5	-2	-4	-7
38	5	0	-2	9
39	5	-3	-5	-14
40	1	-2	-2	-7

Continued:
nr	structure	SENP1 inh	SENP8 block-1	SENP8 block-2	HKDC1 inhibitor	SENP7 inh
41	O=C(CSc1nnc(CNC(=O)c2c(F)cccc2Cl)o1)NC1CCCC1	1	5	15	-6	0
42	O=C(Cn1c2ccccc2c2nc3n(c(=O)c21)CCS3)N1CCCC1	1	1	-198	-1	-3
43	Cn1c(N)c(C(=O)COC(=O)Cc2ccc(Cl)cc2)c(=O)n(C)c1=O	-2	5	-4	0	-2
44	CCOC(=O)N1CC(C)N(C(=S)Nc2ccccc2)CC1C (stereo not drawn)	0	.	2	-2	.
45	CCOC(=O)c1cc2c(c(-c3ccccc3)n1)[C@H](CCO)N(S(=O)(=O)C(C)(C)C)C2	-2	.	13	2	.
46	NS(=O)(=O)c1cccc(NC(=O)CCC(=O)c2cccs2)c1	1	-1	7	1	-3
47	Cc1cc(C)nc(SCC(=O)Nc2nccs2)n1	2	-11	10	-1	-14
48	C=CCN1C(=O)/C(=C2/Sc3ccccc3N2C)SC1=Nc1c(C)n[nH]c1C	-4	-1	34	-6	-17
49	CC1(CC(=O)NNC(=O)Nc2ccccc2)OCCCO1	4	-6	-48	-12	-1
50	NC(=O)c1ccccc1NC(=O)CN1CCCCCC1	1	-4	4	-8	-12

nr	UBC13 polyUb	beta cell repl	PfG6PD inh	SENP6 inh
41	0	-2	5	3
42	1	-1	12	14
43	2	2	-9	-8
44	.	.	16	.
45	.	.	8	.
46	6	-5	-1	-32
47	-1	5	-13	2
48	-3	1	8	-33
49	4	-2	-9	6
50	-8	-2	3	-5

Next structures follow.
nr	structure	SENP1 inh	SENP8 block-1	SENP8 block-2	HKDC1 inhibitor	SENP7 inh
51	CCN1CCN(C(=O)C2CCC(=O)N(Cc3cccc(C(F)(F)F)c3)C2)CC1 (stereo not drawn)	1	7	7	-4	4
52	CCCc1cc(C(N)=O)c(NC(=O)c2cc(C)on2)s1	-12	-8	-23	2	-12
53	COc1ccc2[nH]c(=O)c(CN(C(=O)c3ccccn3)c3ccccc3)cc2c1	0	6	-416	12	-2
54	Nc1nnc(SCC(=O)NC23CC4CC(CC(C4)C2)C3)s1	3	-9	18	-4	-1
55	CCc1ccc(/C(C)=N/NS(=O)(=O)c2ccc(OC)cc2)s1	2	3	4	-1	-4
56	CCOC(=O)c1c(C)nc2ccccn12	-1	0	15	5	8
57	O=C(NC1CC1(c1ccccc1)c1ccccc1)c1ccccc1 (stereo not drawn)	-4	.	9	3	.
58	COc1ccccc1OCc1n[nH]c(=S)n1Cc1ccccc1	-2	-1	8	-7	2

nr	UBC13 polyUb	beta cell repl	PfG6PD inh	SENP6 inh
51	1	-3	-2	-7
52	-6	-1	27	-9
53	-4	-3	-6	6
54	-8	-2	11	-6
55	-6	0	-9	0
56	2	-2	-9	-9
57	.	.	77*	.
58	16	2	30	-3
